Source: PubChem BioAssay (several laboratories)
cardiac RTF act = increases calcium sensitivity of human cardiac regulated thin filaments. P19429+P45379. IANBD-labeled TnC RTF fluorescence at EC20 calcium; 0% EC20 calcium, 100% full calcium. activation, % at 7.2 µM. actives 0.24% (n = 340,000). AID 493008;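 active = activation above the mean over all tested compounds plus 3 SD, cut at about 30% in these data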;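 also: rise in fluorescence read as greater calcium sensitivity of cardiac thin filaments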
MOR-DOR ag = OPRM1-OPRD1 heterodimerization agonism | P35372+P41143 | activation, % at 9.3 µM | AID 504326 | cells, luminescence | actives 0.3% (n = 340,000); in the data active = activation above about 18%;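 also: 0% = vehicle-treated cells and 100% = reference agonist; values of inactives mirror those of a sister screen read the other way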
Wnt act = activators of Wnt/beta-catenin signaling | Wnt/beta-catenin reporter cell assay, activator, plate reader | activation, % at 9.35 µM | actives 1.2% (n = 300,000); in the data active = activation above about 30%, passing the limit was not always enough;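 also: 0% = neutral control wells and 100% = positive control wells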
LANA DNA inh = KSHV C-LANA DNA binding inhibition; MBP-C-LANA/FAM-LBS DNA binding, fluorescence polarization; actives 0.078% (n = 340,000); inhibition, % at 9 µM;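 active = highest replicate inhibition at or above 60% at 9 µM, even if other replicates fall short; inactive = all replicates below 60% inhibition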;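 also: 0% = neutral control wells and 100% = 4 µM acridine orange control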
Pemphigus Ab inh = inhibitors of pemphigus antibody binding to human desmoglein-3 | DSG3-coupled beads, scFv-anti-DSG3-GFP binding, flow cytometry; active compounds read low | binding (percent of control), % at 10 µM | actives 0.48% (n = 310,000);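 active = binding more than 3 SD below its plate's average and above zero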;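 also: hits lower antibody fragment binding to DSG3; some compounds called inactive have numbers as strong as hits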
RTF Ca sens inh = cardiac RTF calcium desensitization | IANBD-labeled cardiac RTF, Ca2+ fluorescence | inhibition, % at 7.15 µM | actives 0.12% (n = 340,000) | AID 493244;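 active = inhibition above the mean inhibition of all tested compounds plus 3 SD, cut at about 17% in these data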;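 also: assay run at fixed EC70 calcium of 1.6 mM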
Keap1 Nrf2 FP = Keap1-Nrf2 (human) interaction inhibition | Q14145 | Keap1 Kelch-Nrf2 peptide fluorescence polarization, 1536-well | actives 0.15% (n = 340,000) | inhibition, % at 9.4 µM; in the data active = inhibition above about 12%;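 also: human Keap1 Kelch domain with fluorescein labeled Nrf2 9mer peptide probe; 0% = neutral control wells and 100% = peptide positive control; higher means more block of Keap1 binding to Nrf2 peptide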
Target sequence (Q14145 whole entry, looked up, the tested form may be a part): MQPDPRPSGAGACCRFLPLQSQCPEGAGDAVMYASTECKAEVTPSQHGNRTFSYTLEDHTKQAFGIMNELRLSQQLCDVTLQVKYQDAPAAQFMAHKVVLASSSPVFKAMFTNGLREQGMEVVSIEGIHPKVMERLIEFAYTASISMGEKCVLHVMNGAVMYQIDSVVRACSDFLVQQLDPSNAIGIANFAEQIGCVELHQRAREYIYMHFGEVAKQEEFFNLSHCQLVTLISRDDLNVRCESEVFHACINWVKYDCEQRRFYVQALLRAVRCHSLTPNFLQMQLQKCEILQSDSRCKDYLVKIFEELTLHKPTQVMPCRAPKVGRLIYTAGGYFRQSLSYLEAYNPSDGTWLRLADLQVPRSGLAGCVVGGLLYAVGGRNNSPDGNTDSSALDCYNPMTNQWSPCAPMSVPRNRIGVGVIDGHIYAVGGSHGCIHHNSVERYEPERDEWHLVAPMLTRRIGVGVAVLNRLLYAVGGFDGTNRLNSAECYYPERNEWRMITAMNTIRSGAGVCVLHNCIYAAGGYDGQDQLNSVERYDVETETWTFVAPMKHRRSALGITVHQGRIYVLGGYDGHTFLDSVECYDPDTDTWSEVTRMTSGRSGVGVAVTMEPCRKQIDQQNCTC
Arr AP2 block = inhibitors of human beta-arrestin and AP2 interaction | FITC-arrestin peptide / GST-AP2 beads, flow cytometry; AP2 beta2 appendage carries R879A mutation | inhibition, % at 10 µM | actives 0.31% (n = 340,000) | AID 504490;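 active = inhibition above a set limit, near 3 SD of compounds lacking own fluorescence, cut at about 54% in these data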;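 also: plate controls were DMSO wells for no effect and 5 µM unlabelled arrestin peptide for full effect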
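system = GST-tagged AP2 beta2-adaptin appendage (R879A) on 4 µm glutathione beads | reagent = FITC-labelled arrestin peptide probe, 50 nM final | schedule = compound with beads 12 min RT, then probe 1 h RT | signal = HyperCyt-sampled flow cytometry, FL1 channel, ex 488/em 535 nm | read-out = percent response from loss of bead-bound FITC fluorescence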
V-ATPase pH = alters yeast V-ATPase proton transport. S. cerevisiae, pHLuorin cytosolic pH fluorescence. actives 0.37% (n = 350,000). response, % at 10 µM; in the data active = response mostly above about 7.3%, no sharp cut-off; inactive = mostly below about 5.4%; also: actives read high; inactives centre near 0; some compounds called inactive have numbers as strong as hits; reference of the scale not given here
MOR-DOR inv ag = mu-delta opioid heterodimer inverse agonism | actives 0.21% (n = 340,000) | inhibition, % at 9.3 µM | cell-based MOR-DOR heterodimer luminescence | AID 504357; in the data active = inhibition above about 22%, passing the limit was not always enough;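 also: 0% = cells with DMSO and 100% = wells without cells with DMSO; values of inactives mirror those of a sister screen read the other way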
Starred values were filed as active, the others as inactive; x = not tested or not shown.

1. CC(C)(C)C(=O)/C=c1\s/c(=C\c2ccc(-c3ccc([N+](=O)[O-])cc3)o2)c(=O)n1CC(=O)NC(N)=O
2. CC1CCN(S(=O)(=O)c2ccc3c(c2)c(=O)c(C(=O)N2CCCCC2)cn3C)CC1
3. CCOC(=O)c1cc(-c2ccccc2)sc1NC(=O)C(C)C
4. COc1cccc(/C=C2/SC(=S)N(CC(=O)NNC(=O)c3ccccc3O)C2=O)c1
5. CC1=CC2=C(OC1N(C)C)c1cccc3cccc(c13)C2=O (centres undefined)
6. CC(=O)Oc1cccc(-c2nc3ccccc3c(=O)o2)c1
screen / no.,1,2,3,4,5,6
cardiac RTF act,54*,1,-5,-4,7,6
RTF Ca sens inh,-91,-3,0,-4,-17,-9
LANA DNA inh,0.9,0.4,-1.1,0.0,3.4,0.4
MOR-DOR ag,5.6,-0.2,0.8,0.9,-3.4,-1.8
MOR-DOR inv ag,-28,1,-4,-7,16,8
Pemphigus Ab inh,278,120,99,x,101,100
Keap1 Nrf2 FP,-12,-3,-4,-5,1,-4
V-ATPase pH,2,1,0,1,-1,2
Wnt act,-1,0,-2,-5,x,-2
Arr AP2 block,-6,9,-6,2,-2,16

7. CCOc1ccc(NC(=O)CSc2ncn[nH]2)cc1
8. C=CC[C@@H](CC(=O)NCCO)C(=O)N[C@@H](COC(=O)[C@@H](CC=C)Cc1ccc(F)cc1)Cc1ccccc1
9. CC(C)=CC1C(C(=O)NCCOc2ccccc2)C1(C)C (centres undefined)
10. O=C1CCC(=O)N1c1ccc(-c2nc3sc4c(c3c(=O)o2)CCC4)cc1
11. Cc1cc(CNC(=O)c2cc(COc3c(F)cccc3F)on2)nn1C
12. CC(C)(CNC(=O)Cc1ccc(Br)cc1)N1CCOCC1
screen / no.,7,8,9,10,11,12
cardiac RTF act,-4,-7,5,1,0,-1
RTF Ca sens inh,4,-1,-6,-2,-8,8
LANA DNA inh,1.5,2.1,0.4,33,-0.3,-0.3
MOR-DOR ag,-1.7,-0.2,2.3,-1.2,1.0,2.7
MOR-DOR inv ag,9,1,-12,6,-7,-22
Pemphigus Ab inh,103,104,121,110,98,122
Keap1 Nrf2 FP,-1,-4,-1,3,-2,-5
V-ATPase pH,0,-5,-4,-3,0,0
Wnt act,4,-4,-1,3,4,-1
Arr AP2 block,-3,-8,13,1,11,4

13. CC(C)(C)C(=O)COC(=O)c1cc(-c2cccnc2)nc2ccccc12
14. CCOC(=O)C1CCN(C(=O)c2cc(OCC)c(OCC)c(OCC)c2)CC1
15. O=C(CCCN1C(=O)c2ccccc2C1=O)NCCN1C(=O)S/C(=C\c2cccs2)C1=O
16. COc1cccc(Sc2ccccc2CN(C)C)c1
17. COc1cccc(/C=N/NC(=O)CN2CC(c3ccccc3)CC2=O)c1OC (centres undefined)
18. CC(C)CCN1CCN(Cc2coc3ccccc3c2=O)CC1CCO (centres undefined)
screen / no.,13,14,15,16,17,18
cardiac RTF act,0,-1,0,0,0,7
RTF Ca sens inh,2,-8,-4,-9,9,-16
LANA DNA inh,0.3,-0.1,1.2,0.9,1.1,0.1
MOR-DOR ag,-1.2,-0.5,-1.8,-1.8,-3.7,1.4
MOR-DOR inv ag,6,3,9,8,18,-7
Pemphigus Ab inh,95,x,x,96,84,99
Keap1 Nrf2 FP,-5,4,-3,3,3,-7
V-ATPase pH,2,1,0,-8,-2,2
Wnt act,0,x,-2,-1,-4,-2
Arr AP2 block,-13,-5,7,7,14,2

cardiac RTF act, what is marked active above.
nr	mol	cardiac RTF act	LANA DNA inh	MOR-DOR ag	MOR-DOR inv ag	Pemphigus Ab inh	Keap1 Nrf2 FP	V-ATPase pH	Wnt act	Arr AP2 block
1	CC(C)(C)C(=O)/C=c1\s/c(=C\c2ccc(-c3ccc([N+](=O)[O-])cc3)o2)c(=O)n1CC(=O)NC(N)=O	54*	0.9	5.6	-28	278	-12	2	-1	-6

Additional records.
19. CC(=O)Oc1ccc(NC(=O)CSc2ccccc2)cc1
20. S=c1[nH]nc(CNc2ccc(Cl)cc2)n1Cc1ccccc1
21. O=C(O)c1c2c(nc3ccc(S(=O)(=O)N4CCC(C(=O)NCc5ccc(Cl)cc5)CC4)cc13)CCCC2
22. CCOC(=O)C1NN=C(C(=O)c2ccc(C)cc2)C1c1ccc(C)cc1 (centres undefined)
23. Cn1c(SCC(=O)N2CCc3ccccc3C2)nnc1-c1ccncc1
24. COc1ccc(C2=NOC(C(=O)N3CCCc4ccccc43)C2)cc1 (centres undefined)
screen / no.,19,20,21,22,23,24
cardiac RTF act,3,0,-3,2,0,-4
RTF Ca sens inh,0,-3,-8,5,-10,-7
LANA DNA inh,-0.5,0.6,0.7,-1.2,0.6,0.4
MOR-DOR ag,-0.7,0.5,2.6,1.4,-1.5,1.2
MOR-DOR inv ag,4,-3,-13,-9,8,-7
Pemphigus Ab inh,101,97,x,93,101,101
Keap1 Nrf2 FP,-1,-5,-5,-5,-1,0
V-ATPase pH,3,-1,0,1,6,3
Wnt act,15,-2,-1,19,x,x
Arr AP2 block,25,4,-4,-3,-17,2

25. Cc1cc(C)cc(C(=O)Nc2cc3c4c(c2)CC(=O)N4CCC3)c1
26. COc1ccc(CCNC(=O)CC2Oc3ccc(Cl)cc3NC2=O)cc1OC (centres undefined)
27. Cc1ccc(-c2ccc(=O)n(CC(=O)NCCCN3CCCCC3)n2)cc1
28. COc1ccc(S(=O)(=O)NCC(=O)NCc2cc(=O)n(C)c(=O)n2C)cc1
29. Cc1cccc(NC(=O)Cc2ccc(-c3ccccc3)cc2)n1
30. CCCn1c(N)c(N(CCOC)C(=O)c2ccc(-c3ccccc3)cc2)c(=O)[nH]c1=O
screen / no.,25,26,27,28,29,30
cardiac RTF act,-5,0,-1,-4,0,-3
RTF Ca sens inh,-7,3,0,1,5,2
LANA DNA inh,-0.7,-2.5,0.5,0.5,-0.9,-1.3
MOR-DOR ag,0.5,-1.9,1.5,-1.7,1.1,-3.8
MOR-DOR inv ag,-3,10,-10,9,-6,15
Pemphigus Ab inh,98,110,102,98,x,105
Keap1 Nrf2 FP,-3,-2,-3,-3,-11,-1
V-ATPase pH,-2,-4,-1,-1,2,1
Wnt act,-2,-1,2,-1,-1,-1
Arr AP2 block,-5,6,-2,29,-7,16

31. O=C(CSc1ccccn1)N/N=C/c1ccccc1[N+](=O)[O-]
32. C/C(Cc1nnn(-c2cc(C)on2)n1)=N\O
33. Cn1c(N/N=C/c2ccccc2)nc2sc3c(c2c1=O)CCC3
34. Cc1ccc(O)c(NC(=S)NC(=O)CC(C)C)c1
35. N#CC(=C(O)COC(=O)CCCNC(=O)c1ccc(Cl)cc1)c1nc2ccccc2[nH]1
36. CC(=O)c1cccc(CN2CCC(n3nccc3NC(=O)c3ccc4c(c3)OCO4)CC2)c1
screen / no.,31,32,33,34,35,36
cardiac RTF act,0,x,-3,1,-4,-2
RTF Ca sens inh,-5,x,5,-14,-6,-1
LANA DNA inh,-0.3,x,4.5,0.7,-3.2,1.5
MOR-DOR ag,1.2,x,-0.8,-1.4,0.8,-1.0
MOR-DOR inv ag,-6,x,3,7,-4,5
Pemphigus Ab inh,98,98,x,108,91,106
Keap1 Nrf2 FP,3,x,-5,-3,-3,1
V-ATPase pH,1,-1,-1,1,-1,3
Wnt act,1,1,x,1,3,0
Arr AP2 block,3,2,-4,7,4,-25

37. CN(CC(=O)Nc1ccccc1Cl)C(=O)COC(=O)Cc1c(F)cccc1Cl
38. O=C(CCC(=O)c1ccccc1)NCCOc1ccccc1
39. CC(=O)Nc1ccc(SCC(=O)c2cc(C)n(C)c2C)cc1
40. O=C(CN1C(=O)NC2(CCc3ccccc32)C1=O)NCc1cccc(C(F)(F)F)c1 (centres undefined)
41. CN(C)S(=O)(=O)c1cc(NC(=O)COC(=O)Cc2ccc(Cl)cc2Cl)ccc1Cl
42. CCN1CCCc2cc(CN(CCN3CCOCC3)C(=S)Nc3ccc(OC)c(Cl)c3)ccc21
screen / no.,37,38,39,40,41,42
cardiac RTF act,3,-1,-6,3,5,0
RTF Ca sens inh,-6,-1,7,0,-11,-10
LANA DNA inh,1.0,-0.6,0.7,0.8,1.4,1.2
MOR-DOR ag,-2.1,-0.2,-2.4,-1.6,5.6,5.2
MOR-DOR inv ag,11,1,13,8,-28,-26
Pemphigus Ab inh,x,104,79,92,103,104
Keap1 Nrf2 FP,1,-7,-5,0,-3,-3
V-ATPase pH,0,-2,4,-2,0,-5
Wnt act,2,2,x,-7,x,-4
Arr AP2 block,-12,4,-3,-8,18,10

An excerpt taken from the entries so far, for reference:
40. O=C(CN1C(=O)NC2(CCc3ccccc32)C1=O)NCc1cccc(C(F)(F)F)c1 (centres undefined)
41. CN(C)S(=O)(=O)c1cc(NC(=O)COC(=O)Cc2ccc(Cl)cc2Cl)ccc1Cl
42. CCN1CCCc2cc(CN(CCN3CCOCC3)C(=S)Nc3ccc(OC)c(Cl)c3)ccc21
screen / no.,40,41,42
cardiac RTF act,3,5,0
RTF Ca sens inh,0,-11,-10
LANA DNA inh,0.8,1.4,1.2
MOR-DOR ag,-1.6,5.6,5.2
MOR-DOR inv ag,8,-28,-26
Pemphigus Ab inh,92,103,104
Keap1 Nrf2 FP,0,-3,-3
V-ATPase pH,-2,0,-5
Wnt act,-7,x,-4
Arr AP2 block,-8,18,10

Remaining list, next part:
43. CCCC(=O)Nc1ccc(C(=O)NCc2ccccn2)cc1
44. Cc1ccc(S(=O)(=O)Nc2nc(C)c(C(=O)NN)s2)cc1
45. O=C(Cc1ccc(NC2=NC3CS(=O)(=O)CC3S2)cc1)Nc1ccc(F)cc1 (centres undefined)
46. COc1ccc(C(=O)O/N=C(\N)Cc2ccc([N+](=O)[O-])cc2)c(OC)c1
47. CC(C)n1nc(C(=O)NNC(=O)c2ccc(OC(F)F)cc2)c2ccccc2c1=O
48. Cc1cc(CNC(=S)Nc2ccc(S(=O)(=O)Nc3ncccn3)cc2)nn1C
49. CC(=O)c1ccc(C(C)(C)c2ccc(C(C)=O)s2)s1
screen / no.,43,44,45,46,47,48,49
cardiac RTF act,7,-5,0,-4,-1,0,3
RTF Ca sens inh,-3,4,-7,3,-7,-7,-6
LANA DNA inh,1.9,-12,0.4,-1.4,0.3,0.6,0.6
MOR-DOR ag,-0.9,-1.4,-0.1,3.5,0.1,-3.8,-0.2
MOR-DOR inv ag,5,7,0,-17,-1,15,1
Pemphigus Ab inh,96,98,94,110,98,111,77
Keap1 Nrf2 FP,0,7,-3,-1,0,2,2
V-ATPase pH,-4,-4,1,-1,0,0,-6
Wnt act,-4,-5,-6,13,-1,0,-6
Arr AP2 block,-8,25,-5,44,31,7,11
